# MEKK2 WT-MEK5: modulators of MEK5 binding to wildtype MEKK2, primary screen, biochemical, multiplex bead flow cytometry, Alexa488-MEK5; Alexa488-MEK5 binding to MEKK2 WT; actives lie on both sides; binding response (% of control), % at 10 µM; 1.1% of 290,000 active; in the data active = binding response below about 67% or above about 130%
# NS3 helicase inh: inhibitors of HCV NS3 helicase, primary screen, biochemical, Cy5 molecular beacon fluorescence; Hepatitis C virus NS3 helicase; inhibition, % at 10.9 µM; NS3 helicase DNA unwinding; 0.56% of 290,000 active;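 active = inhibition above the mean of all tested compounds plus 3 SD, set per campaign, cut at about 35% in these data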;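 also: 0% = DMSO wells and 100% = thioflavine S control wells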
#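 Control set: DMSO versus 110 µM thioflavine S; Material: NS3 helicase fragment of HCV; Measured by: Cy5 fluorescence at 0 and 60 min, beacon hairpin quenching; Read-out basis: percent inhibition from t60/t0 fluorescence ratio; Times: reaction time 60 min, 25 °C; Repeats: single replicate; Compound dosing: single dose, 10.9 µM nominal final, DMSO 0.8% final.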
# CRFR2-BP ag: agonists of CRF-BP/CRF-R2 complex, primary screen, cell-based, HEK293, calcium dye fluorescence, uHTS. CRF-binding protein / CRF receptor 2 complex (human). calcium dye fluorescence (FLIPR); percent of saturating CRF peptide response. activation, % at 13.2 µM. 0.46% of 350,000 active. AID 588473, 2011;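 active = activation of at least 50%, plus an integration ratio under a set limit after plate pattern correction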;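 also: plate controls were neutral control wells without compound for no effect and CRF at EC100 for full effect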
# FID counter: compounds displacing fluorescent DNA intercalator, primary screen, artefact control for HCV NS3 helicase inhibitor project, biochemical, FID fluorescence; DNA fluorescent intercalator displacement; inhibition, % at 7.9 µM; 0.17% of 290,000 active; AID 1845, 2009; in the data active = inhibition above about 37%;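 also: 0% = vehicle and 100% = reference compound; higher means more ethidium bromide displaced from hairpin DNA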
# UBC9 SUMO inh: inhibitors of in vitro SUMOylation cascade, primary screen, biochemical, HTRF, uHTS. HTRF SUMOylation assay, SAE1/SAE2 + UBC9. inhibition, % at 35 µM. 0.36% of 290,000 active; in the data active = inhibition above about 50%, passing the limit was not always enough; also: strong numbers were not always called active
# Target sequence (P63279 whole entry, looked up): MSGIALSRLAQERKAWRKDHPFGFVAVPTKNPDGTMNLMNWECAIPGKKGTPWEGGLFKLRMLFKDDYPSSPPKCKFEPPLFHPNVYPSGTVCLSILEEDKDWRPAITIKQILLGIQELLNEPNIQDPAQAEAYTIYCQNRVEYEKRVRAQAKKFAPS
# GalR3 antagonist: GalR3 antagonists in HEK293 cells, primary screen, cell-based, fluorescence readout; HEK293 GalR3-CNG cAMP membrane potential fluorescence; galR3 body fused to GalR1 C-terminus; inhibition, % at 3 µM; 0.44% of 360,000 active; AID 651719, 2012;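 active = inhibition above the screen-wide average plus 3 SD, cut at about 13% in these data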;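 also: forskolin and galanin both at EC90 stimulate the cells; cAMP rise reported by CNG channel membrane potential dye signal; 0% = forskolin plus galanin with DMSO and 100% = forskolin alone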
# CRFR2-BP antag: antagonists of CRF-BP/CRF-R2 complex, primary screen, cell-based, HEK293, calcium dye fluorescence, uHTS | CRF-induced calcium fluorescence | inhibition, % at 11.8 µM | 0.59% of 350,000 active | AID 588475, 2011;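 active = inhibition of the ligand-induced calcium signal above about 50% at the single tested concentration, limit read from the data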
# MEKK2 mut-MEK5: MEK5 binding signal on mutant MEKK2 PB1, primary screen, biochemical, multiplex bead flow cytometry, Alexa488-MEK5; Alexa488-MEK5 binding to MEKK2 mutant; percent response, % at 10 µM; 0.35% of 290,000 active; AID 1530, 2009; in the data active = percent response above about 24%, passing the limit was not always enough; also: inactives centre near 1; some results filed as inactive read as strong as hits
# MEKK3 PB1 HTS: modulators of MEKK3-MEK5 PB1 binding, primary screen, biochemical, wildtype MEKK3, multiplex bead flow cytometry, Alexa488-MEK5 | Mitogen-activated protein kinase kinase kinase 3 (Homo sapiens), Q99759 | bead-based flow cytometry, Alexa488-MEK5 binding to MEKK3; actives lie on both sides; 0 = blocked by unlabeled MEK5, 100 = vehicle | binding response (% of control), % at 10 µM | 1.4% of 290,000 active | AID 1529, 2009;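 active = binding response more than 3 SD above or below the average of its plate-row segment, actives on both sides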;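 also: Alexa488 bead fluorescence after subtracting the streptavidin-only scavenger bead signal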
# Target sequence (Q99759 whole entry, looked up): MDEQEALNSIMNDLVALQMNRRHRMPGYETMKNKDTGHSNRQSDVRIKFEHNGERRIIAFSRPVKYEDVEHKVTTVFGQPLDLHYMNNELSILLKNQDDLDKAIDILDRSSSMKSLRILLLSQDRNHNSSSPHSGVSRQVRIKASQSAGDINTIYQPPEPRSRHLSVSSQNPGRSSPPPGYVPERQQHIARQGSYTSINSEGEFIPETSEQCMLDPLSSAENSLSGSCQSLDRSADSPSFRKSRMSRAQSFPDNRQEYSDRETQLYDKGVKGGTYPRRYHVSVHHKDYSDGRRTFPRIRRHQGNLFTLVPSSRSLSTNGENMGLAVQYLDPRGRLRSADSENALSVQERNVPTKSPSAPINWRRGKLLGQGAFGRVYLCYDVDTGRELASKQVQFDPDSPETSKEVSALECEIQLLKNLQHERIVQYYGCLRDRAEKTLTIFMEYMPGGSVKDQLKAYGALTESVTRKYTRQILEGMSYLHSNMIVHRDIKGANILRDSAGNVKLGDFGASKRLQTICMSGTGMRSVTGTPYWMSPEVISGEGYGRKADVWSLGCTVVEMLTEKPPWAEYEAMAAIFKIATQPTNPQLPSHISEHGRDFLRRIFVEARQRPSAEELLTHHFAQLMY
# Active calls of the source: *; . = no result given; & = joins results of further samples. Only part of the results is shown. The share of hits here may be higher or lower than overall.
SMILES,MEKK2 WT-MEK5,NS3 helicase inh,CRFR2-BP ag,FID counter,UBC9 SUMO inh,GalR3 antagonist,CRFR2-BP antag,MEKK2 mut-MEK5,MEKK3 PB1 HTS
CCCCCCCC(=O)Nc1ccc(S(=O)(=O)Nc2nccs2)cc1,100,14,-0.8,-21,-2,-1,-1,0,99
CC(C)c1ccc(/C=C/C(=O)N2CCOCC2)cc1,102,4,-0.7,-19,7,-10,12,5,98
CC(C)NC(=O)CC(=O)N/N=C/c1c(F)cccc1Cl,99,-3,-0.8,0,12,-6,-8,-3,101
O=[N+]([O-])c1cc([N+](=O)[O-])c2cc3ccccc3nc2c1,99,36*,0.3,9,24,-14,36,1,104
O=C(CC(c1ccccc1)c1ccccc1)OCn1nnc2ccccc2c1=O,98,3,1.8,-16,-9,-1,9,-15,105
Cc1ccc(P(=Nc2ccccc2)(N2CCOCC2)N2CCOCC2)o1,102,6,-0.1,1,19,-6,4,4,103
NC(=O)c1ccc(Oc2ccc(-c3nnco3)cc2)c([N+](=O)[O-])c1,93,-3,0.2,-1,-2,-8,-5,-8,103
CSc1nnc(-c2ccccc2N=Cc2c(C)[nH]n(-c3ccccc3)c2=O)c(=O)[nH]1,96,-5,-1.5,-2,7,-3,11,4,101
CCC(=O)Nc1ccc(NC(=O)C23CC4CC(CC(C4)C2)C3)cn1,97,-11,-1.1,-11,11,-2,-12,1,94
Cc1cc(=O)n2nc(N3CCC(C(=O)NCc4ccccc4Cl)CC3)sc2n1,98,11,-2.4,-31,-8,-9,8,-4,101
Cc1cc(C(=O)N2CCN(CCc3ccccc3)CC2)no1,112,9,0.2,-10,-12,-6,7,6,109
COc1ccc(OC)c(/C=N/NC(=O)CSc2cc(C)nc3c(OC)cccc23)c1,92,-5,-2.6,-6,27,-6,-1,-9,98
CN1OC(COC(=O)c2ccc(Cl)cc2Cl)CC1c1ccccc1 (centres undefined),99,-9,0.7,-10,-4,-5,-12,5,102
C/C(N)=C(/C#N)C(=O)COC(=O)c1cc(-c2cccc3ccccc23)nc2ccccc12,111,-3,-0.9,-2,7,-10,5,18,103
COc1ccc(NC(=O)CN(C)CCOc2ccc(Cl)cc2)cc1OC,98,-3,-2.1,-14,7,-10,16,5,97
O=C(CCn1nnc(-c2cccs2)n1)NCc1ccccc1Cl,103,5,-7.4,-11,2,-3,11,3,99
O=C(CCNC(=O)c1ccccc1)Oc1ccc([N+](=O)[O-])cc1,111,-1,2.0,-3,-6,-11,-15,0,125
CCNC(=S)N1CCN(S(=O)(=O)c2ccc(C)cc2)CC1,.,14,2.4,-4,-4,4,1,.,.
CCc1nc2c(c(=O)c3ccccc3n2C)c(=O)n1C1CCCCCC1,101,-13,226*,-12,24,-3,-175,1,118
COc1ccc(/C(N)=N/OC(=O)Cc2ccc(C)cc2)cc1,109,2,-1.0,-4,-9,-4,-4,4,108

# Molecules above that contain an aryl methoxy group:
SMILES,MEKK2 WT-MEK5,NS3 helicase inh,CRFR2-BP ag,FID counter,UBC9 SUMO inh,GalR3 antagonist,CRFR2-BP antag,MEKK2 mut-MEK5,MEKK3 PB1 HTS
COc1ccc(OC)c(/C=N/NC(=O)CSc2cc(C)nc3c(OC)cccc23)c1,92,-5,-2.6,-6,27,-6,-1,-9,98
COc1ccc(NC(=O)CN(C)CCOc2ccc(Cl)cc2)cc1OC,98,-3,-2.1,-14,7,-10,16,5,97
COc1ccc(/C(N)=N/OC(=O)Cc2ccc(C)cc2)cc1,109,2,-1.0,-4,-9,-4,-4,4,108

# Arranged by SMILES length (rising): three of the compounds above.
SMILES,MEKK2 WT-MEK5,NS3 helicase inh,CRFR2-BP ag,FID counter,UBC9 SUMO inh,GalR3 antagonist,CRFR2-BP antag,MEKK2 mut-MEK5,MEKK3 PB1 HTS
O=C(CCn1nnc(-c2cccs2)n1)NCc1ccccc1Cl,103,5,-7.4,-11,2,-3,11,3,99
COc1ccc(/C(N)=N/OC(=O)Cc2ccc(C)cc2)cc1,109,2,-1.0,-4,-9,-4,-4,4,108
Cc1ccc(P(=Nc2ccccc2)(N2CCOCC2)N2CCOCC2)o1,102,6,-0.1,1,19,-6,4,4,103

# Going on with the list:
SMILES,MEKK2 WT-MEK5,NS3 helicase inh,CRFR2-BP ag,FID counter,UBC9 SUMO inh,GalR3 antagonist,CRFR2-BP antag,MEKK2 mut-MEK5,MEKK3 PB1 HTS
Cc1ccc(S(=O)(=O)NCC(=O)OC2CCOC2=O)cc1 (centres undefined),98,-3,0.2,1,13,-4,17,-5,95
N#CC1=C(N)SC(N)=C(C#N)C1c1ccc(C(F)(F)F)cc1,95,19,.,0,7,.,.,-2,97
COc1ccc(/C(O)=C2\C(=O)C(=O)N(CCN(C)C)C2c2cccc(OC)c2OC)cc1Cl (centres undefined),109,-5,1.6,-9,-3,1,8,0,103
O=C(NC(=S)N1CCN(c2ccc([N+](=O)[O-])cc2Cl)CC1)c1ccco1,97,-3,5.0,0,-5,-6,-25,-2,94
O=C(CN(C(=O)c1csnn1)c1ccc(F)c(Cl)c1)NCc1ccc(F)cc1,98,4,0.2,-24,-5,-7,-2,-1,101
CN1CCC(N(C)CC(=O)Nc2ccccc2N2CCOCC2)CC1,99,-1,0.1,7,24,-2,7,2,98
Cc1nc2cc(C(=O)N3CCN(C)CC3)ccc2n1C,106,2,-0.2,-5,3,8,-1,6,103
CCCCN(C)CC(O)Cn1cc(/C=C/C(=O)c2cccs2)c2ccccc21 (centres undefined),131,-69,33,17,10,.,-94,2,105
CCOC(=O)c1cnc2c(C)cccc2c1NCc1ccco1,85,9,0.7,3,-18,-12,-14,-14,80
COCCNS(=O)(=O)c1cc(Br)ccc1OC,107,2,-0.9,3,8,-7,-11,5,100
Nc1[nH]c(=O)ncc1F,97&96,1&2,-0.5,-4&-1,-8&14,.,-12,5&-3,88&97
O=C(C1CCN(CC2CCCCC2)CC1)N1CCCC1,105,-6,0.5,3,-12,-3,6,2,95
Cc1ccn2c(=O)nc(SCc3cccc(C(F)(F)F)c3)nc2c1,100,-6,-0.9,-2,19,-3,3,0,108
COc1ccc(NC(=O)CN2C(=O)NC(C)(c3ccccc3)C2=O)c(OC)c1 (centres undefined),93,-2,0.9,-11,9,-9,-10,-3,96
CCOC(=O)c1ccc(NC(=S)N2CCN(CCNC3=CC(=O)CC(C)(C)C3)CC2)cc1,105,5,3.5,-10,24,1,14,2,101
COC(=O)CC(NC(=O)Nc1ccccc1F)c1ccc2c(c1)OCO2 (centres undefined),110,-12,-1.9,-11,17,-9,11,13,111
CCc1cccc(Nc2cc(C)nc3ncnn23)c1,101,0,-4.6,-7,11,9,-5,-3,109
Nc1cc(S(=O)(=O)O)cc([N+](=O)[O-])c1O,98,-4,-0.3,2,6,-4,14,-1,99
CCCCC(=O)Nc1ccc(Cl)cn1,91,4,-1.3,-3,2,-2,-3,-5,86
C1CN(CC2CCN(c3nc4nonc4nc3N3CCSCC3)CC2)CCO1,103,8,0.9,-8,25,-3,12,0,113
CCC(C)Nc1nc2c(c(=O)n(C)c(=O)n2C)n1Cc1cccc(C)c1 (centres undefined),102,-4,1.2,-29,12,-2,13,1,101
Cc1ccc(NC(=S)N2CCCCCC2)cc1,81,6,0.0,-4,17,-1,0,-24,90
COc1ccc(S(=O)Cc2ccc(C(=O)NCc3cccc(OC)c3)o2)cc1 (centres undefined),93,5,0.0,-18,14,2,9,-1,93
CC(C)CC(OC(=O)c1nsc(Cl)c1Cl)C(=O)NCC1CCCO1 (centres undefined),102,5,0.1,-30,3,-9,-3,-3,100
COc1ccc(CN2CCNC(=O)C2CC(=O)N(C)Cc2ccncn2)c(OC)c1 (centres undefined),84,17,-3.4,-1,-13,-5,7,-14,81
Nc1sc2c(c1C(=O)NCCc1ccccc1)CCC2,77,21,2.6,-12,12,1,-1,-11,81
Cc1ccc(C)c(NC(=O)c2cnc3n(c2=O)CCS3)c1,97,-10,-2.4,-1,12,-4,0,-1,105
CN(C)c1ccc(/C=C(\C#N)C(=O)NCc2ccco2)cc1,104,-4,.,0,22,.,.,7,111
CC1=C(C#N)C2(O)C(=O)c3ccccc3C2(O)N1 (centres undefined),80,5,2.3,-1,4,5,-9,-12,84
COc1ccc(-c2c(C)oc3c(CN4CCCCC4C)c(O)ccc3c2=O)cc1OC (centres undefined),114,-2,1.0,-3,16,3,-9,18,112
O=C(CSc1nnc(CNC(=O)c2c(F)cccc2F)o1)NCCc1ccccc1,108,1,0.0,-12,8,-4,-6,7,102
CCCCSc1nc(C)nc2c1c(=O)n(C)c(=O)n2C,109,1,-0.2,-2,-10,.,9,8,104
NS(=O)(=O)c1cccn1-c1ncc(C(F)(F)F)cc1Cl,106,11,-0.2,-7,7,-1,7,5,104
COc1ccc(S(=O)(=O)N2CCOCC2)cc1NC(=O)c1cccc(Cl)c1,103,2,0.3,-31,-13,-1,3,-1,100
COc1ccc(S(=O)(=O)N2CCC(C(=O)N[C@@H](C)C(=O)N3CCCCCC3)CC2)cc1,101,1,-1.8,-24,8,-5,-4,0,101
O=C1c2ccsc2SCCN1Cc1cccc(Cl)c1,102,6,1.0,-13,16,-4,-4,1,96
O=C(C1CCCC1)N1CCCC(Nc2ccc(F)cc2)C1 (centres undefined),99,2,117*,-16,1,-2,-78,0,98
COC(=O)C1C(=O)C=C(N2CCOCC2)CC1(C)C (centres undefined),99,-3,-1.1,1,-11,-2,-9,16,103
Cc1ccc2c(c1)CCCN2C(=O)c1cccs1,101,3,1.4,-10,22,-6,14,1,102

# Assay outcomes (PubChem)
